From PubChem
LEDGF integ inh: blocks HIV-1 LEDGF/p75-dependent DNA integration. TR-FRET IN-LEDGF/p75 DNA integration, Eu/Cy5. 370,000 tested, 0.64% active. inhibition, % at 3.7 µM;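 active means inhibition above the screen-wide mean plus 3 SD, cut at about 13% in these data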;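 further: signal is the Cy5 over europium emission ratio at 671 and 618 nm; 0% = plate median of compound wells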
HTRA1 inhibitor: HTRA1 (human) protease inhibition | recombinant HTRA1, FP-rhodamine activity-based probe, fluorescence polarization | inhibition, % at 5.96 µM | 340,000 tested, 0.5% active | AID 504803; in the data active means inhibition above about 36%;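 further: 0% = enzyme with DMSO and 100% = wells lacking enzyme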
TDP2 absorb: blocks human TDP2 phosphodiesterase activity | O95551 | recombinant TDP2, T5PNP hydrolysis, p-nitrophenol absorbance 415 nm | inhibition, % at 12.8 µM | 370,000 tested, 0.34% active;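 active means inhibition above the mean of all tested compounds plus 3 SD, set per campaign, cut at about 25% in these data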;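 further: 0% = DMSO with enzyme and 100% = buffer with substrate but no TDP2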
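test system = human TDP2 enzyme | input = TDP2 enzyme at 120 nM final | medium = 50 mM Tris-HCl pH 7.5 with Mg2+, KCl, DTT, BSA | also added = T5PNP substrate, 5 mM | times = 2 h at 37 °C | technique = epi absorbance | benchmarks = high control without enzyme, low control DMSO plus TDP2 | replication = each compound tested once, singlicate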
Tn7 DDE FP: DD(E)-Tn7 binding inhibition, primary FP screen | P02675 | FP displacement of FITC-Tn7 peptide from fibrin DD(E); 0% = median of compound wells per plate | inhibition, % at 8.3 µM | 370,000 tested, 0.13% active | AID 720508;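 active means inhibition above the mean of compounds falling within the control limits plus 3 SD of them, cut at about 14% in these data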;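 further: 0% = plate median of compound wells and 100% = 10 µM Aha-Tn7 peptide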
Target sequence (P02675 whole entry, looked up): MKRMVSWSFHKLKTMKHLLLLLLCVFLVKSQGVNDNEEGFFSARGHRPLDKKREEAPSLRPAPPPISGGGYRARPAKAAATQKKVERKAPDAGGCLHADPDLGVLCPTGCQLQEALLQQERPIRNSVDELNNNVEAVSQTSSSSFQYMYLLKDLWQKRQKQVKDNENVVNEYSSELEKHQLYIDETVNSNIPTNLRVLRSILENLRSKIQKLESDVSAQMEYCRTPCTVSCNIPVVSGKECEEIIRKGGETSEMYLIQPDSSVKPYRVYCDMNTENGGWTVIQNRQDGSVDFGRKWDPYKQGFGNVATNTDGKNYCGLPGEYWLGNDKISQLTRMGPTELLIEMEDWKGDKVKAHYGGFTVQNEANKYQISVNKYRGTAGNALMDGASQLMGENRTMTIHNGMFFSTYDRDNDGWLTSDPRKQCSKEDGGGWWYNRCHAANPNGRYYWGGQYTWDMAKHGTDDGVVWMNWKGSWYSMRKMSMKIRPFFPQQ
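Test system – human fibrin DD(E) · Times – 10 min preincubation, 3 h with tracer, room temperature · Detection – fluorescence polarization of the labelled Tn7 tracer · Measure – percent inhibition normalized to high-control wells · Benchmarks – high control wells with 10 µM unlabelled Aha-Tn7 peptide (full inhibition) · Repeats – singlicate testing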
mABHD4 FP: ABHD4 (mouse) inhibition, primary FP screen; Q8VD66; purified mABHD4, FP-Rh probe fluorescence polarization; inhibition, % at 8.92 µM; 370,000 tested, 0.54% active;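 active means inhibition exceeding the mean over every tested compound plus 3 SD, cut at about 30% in these data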;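 further: 0% = plate median of compound wells and 100% = S159A mutant with DMSO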
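Assay system: mABHD4 protein; medium: HEPES pH 7.0, NaCl, Pluronic buffer; dosing: 8.92 µM, single dose; schedule: 45 min + 60 min at 25 °C; signal: FP readout, ex 525 nm / em 598 nm; read-out: normalized percent inhibition of probe labeling; repeats: single replicate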
UHRF1 binding: blocks human UHRF1 binding to methylated DNA | Q96T88 | UHRF1 binding to methylated oligo, TR-FRET | inhibition, % at 4.4 µM | 370,000 tested, 0.75% active | AID 687016; in the data active means inhibition above about 21%;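 further: UHRF1 SRA domain binding a hemimethylated CpG hairpin DNA probe; 0% = median of test compound wells and 100% = reference inhibitor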
PG9 Ab binder: small molecules binding HIV-1 gp120 antibody PG9 | 360,000 tested, 0.43% active | AID 624416 | inhibition, % at 6.7 µM | TR-FRET gp120-PG9 antibody binding; in the data active means inhibition above about 8.5%
TCR-CD3 inh: inhibitors of human TCR-CD3 interaction | 360,000 tested, 0.37% active | inhibition, % at 9.4 µM | AID 651800 | TAMRA-labeled TCR probe fluorescence, biochemical; in the data active means inhibition above about 19%;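 further: recombinant mutant TCR 2C K166C tagged with TAMRA read by polarization; 0% = receptor in buffer alone and 100% = receptor with positive control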
SIAE inh: blocks human sialic acid acetylesterase. inhibition, % at 9.66 µM. Q9HAT2. SIAE FP-Rh probe binding, fluorescence polarization. 370,000 tested, 0.69% active;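 active means inhibition above a cutoff: mean of compounds within the control limits plus 3 SD of those, cut at about 17% in these data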;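 further: 0% = plate median of compound wells and 100% = probe without SIAE protein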
PRMT1 inh: PRMT1 (human) inhibition, primary screen | 370,000 tested, 1.3% active | inhibition, % at 2.79 µM | recombinant PRMT1, activity-based probe fluorescence polarization;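 active means inhibition above about 21% made by adding two undisclosed values, limit read from the data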
Target sequence (Q99873 whole entry, looked up): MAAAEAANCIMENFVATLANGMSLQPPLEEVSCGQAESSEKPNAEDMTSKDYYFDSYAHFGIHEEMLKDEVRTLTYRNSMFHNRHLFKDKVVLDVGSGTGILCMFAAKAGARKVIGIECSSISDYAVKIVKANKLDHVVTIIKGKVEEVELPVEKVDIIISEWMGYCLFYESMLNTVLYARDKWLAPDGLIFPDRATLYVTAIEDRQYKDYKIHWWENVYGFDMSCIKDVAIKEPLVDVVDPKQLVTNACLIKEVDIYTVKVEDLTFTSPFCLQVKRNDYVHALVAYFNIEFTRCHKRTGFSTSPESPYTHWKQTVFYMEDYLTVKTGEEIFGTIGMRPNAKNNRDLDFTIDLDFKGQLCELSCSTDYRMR
Active calls of the source: *; . = not tested or not shown.

SMILES	LEDGF integ inh	HTRA1 inhibitor	TDP2 absorb	Tn7 DDE FP	mABHD4 FP	UHRF1 binding	PG9 Ab binder	TCR-CD3 inh	SIAE inh	PRMT1 inh
O=S(=O)(N1CCCCCC1)N1CCN(S(=O)(=O)N2CCCCC2)CC1	-2	-4	1	2	4	2	0.6	-3	0	0
C1=CCN(c2nc(N3CCOCC3)nc(N3CCCc4ccccc43)n2)CC1	0	-8	1	-3	-5	-1	0.7	0	5	0
Cc1cccc2sc(NNC(=O)c3cc(=O)c4ccccc4o3)nc12	9	38*	-6	-2	30*	4	-2.0	-1	13	14
Cc1ccc(S(=O)(=O)Nc2c(C)n(C)n(-c3ccccc3)c2=O)cc1C(=O)NCc1ccccc1	-5	-6	1	6	6	4	0.9	-4	11	1
Cc1ccc(N2CC(C(=O)NCc3nnnn3-c3ccc(C)c(C)c3)CC2=O)cc1 (centres undefined)	-3	5	-1	2	-1	4	0.1	-1	1	1
O=C(CSc1ncnc2ccccc12)N1CCNC1=O	1	-1	4	-7	5	11	-1.8	-3	-3	0
CC1CCCC(NC(=O)CSc2ncnc3ccccc23)C1C (centres undefined)	1	22	-3	8	2	10	1.3	0	5	5
COc1ccc(OCc2nnc(SCC(=O)Nc3cccc(C(C)=O)c3)o2)cc1	-1	0	2	-2	8	0	1.3	1	12	11
O=[N+]([O-])c1ccc(N2CCCC2)nc1	0	.	1	1	0	2	-1.1	-5	2	-1
O=C1[C@H]2[C@@H](/C=C/c3ccccc3)N3C(=O)CN(CC4CC4)C(=O)[C@@]3(Cc3ccccc3)[C@H]2C(=O)N1c1ccccc1	-2	-6	-7	-3	7	-2	1.2	8	0	-1
CC1CC(=O)C(C2c3ccccc3CCN2C(=O)CCl)C(=O)C1 (centres undefined)	-1	1	10	1	3	0	-1.8	-1	2	2
COc1cccc(NC(=O)COC(=O)Cn2c(C)csc2=O)c1	3	1	-11	-8	7	0	-2.7	0	2	-5
CCN1CCCC1CNC(=O)CN(C)S(=O)(=O)c1ccc(Cl)cc1 (centres undefined)	-4	-8	-1	-4	6	3	-0.2	-3	1	1
CCOC(=O)C1CCCN(C(=O)Cn2ncc3c([nH]c4ccc(C)cc43)c2=O)C1 (centres undefined)	0	-4	17	6	1	-4	-0.4	7	-1	0
COc1ccc(-c2nc(C)ncc2-c2ccccc2)c(O)c1	-2	0	12	-1	-6	1	-2.2	-2	-9	3
NC(=S)N/N=C/c1coc2ccc(Br)cc2c1=O	-1	0	-13	-9	0	2	-0.9	-8	3	9
CCC(CO)Oc1cc(NCc2ccc(C)cc2)c2ncn(C(C)C)c2c1 (centres undefined)	1	18	11	-1	17	-2	-2.4	-3	5	7
CCCCn1c(CN2C(=O)c3ccccc3C2=O)nc2ccccc2c1=O	2	-1	-9	2	3	-2	-3.2	0	6	-4
CN1CCn2cnc(C(=O)NCc3ccc(CNC(=O)OC(C)(C)C)cc3)c2C1=O	-4	.	-12	7	4	0	-1.3	-2	-4	-1
O=C(OCC(=O)N1CCCC1=O)C1COc2ccccc2O1 (centres undefined)	-6	-4	6	2	-1	4	0.7	-4	-1	4
CCC(C)NCCOc1cccc(Br)c1 (centres undefined)	3	4	3	-5	17	2	-2.8	2	5	3
Cc1cc(S(=O)(=O)NCc2cccnc2)ccc1-n1cnnn1	2	1	4	2	3	2	2.3	1	10	0
CCOc1ccc(S(=O)(=O)N2CCC(C(=O)OC(C)C(=O)N(C)C3CCCCC3)CC2)cc1 (centres undefined)	4	1	-16	-10	-11	0	-1.3	-9	-5	-1
CCOC(=O)n1c2ccccc2c(=O)n1CCO	-3	.	6	5	6	-2	2.3	1	4	3

Part of the list above, with bars between the fields:
molecule | LEDGF integ inh | HTRA1 inhibitor | TDP2 absorb | Tn7 DDE FP | mABHD4 FP | UHRF1 binding | PG9 Ab binder | TCR-CD3 inh | SIAE inh | PRMT1 inh
O=C(OCC(=O)N1CCCC1=O)C1COc2ccccc2O1 (centres undefined) | -6 | -4 | 6 | 2 | -1 | 4 | 0.7 | -4 | -1 | 4
O=C1[C@H]2[C@@H](/C=C/c3ccccc3)N3C(=O)CN(CC4CC4)C(=O)[C@@]3(Cc3ccccc3)[C@H]2C(=O)N1c1ccccc1 | -2 | -6 | -7 | -3 | 7 | -2 | 1.2 | 8 | 0 | -1
CCC(C)NCCOc1cccc(Br)c1 (centres undefined) | 3 | 4 | 3 | -5 | 17 | 2 | -2.8 | 2 | 5 | 3
CC1CCCC(NC(=O)CSc2ncnc3ccccc23)C1C (centres undefined) | 1 | 22 | -3 | 8 | 2 | 10 | 1.3 | 0 | 5 | 5

(listing goes on)
SMILES	LEDGF integ inh	HTRA1 inhibitor	TDP2 absorb	Tn7 DDE FP	mABHD4 FP	UHRF1 binding	PG9 Ab binder	TCR-CD3 inh	SIAE inh	PRMT1 inh
CN(C)CCOC(=O)CCCCCCCCC(=O)OCCN(C)C	-3	8	11	5	6	-1	-1.1	5	-1	1
O=C(Nc1ccc(F)cc1F)c1cc(-c2ccco2)nc2ccccc12	0	-26	7	4	-11	-1	-0.9	-1	-9	23*
Fc1ccc(CSc2ncnc3c2ncn3C2CCCCO2)cc1 (centres undefined)	-3	-6	-1	3	1	0	0.6	-5	-5	8
CC(=O)N(C)c1ccc(NS(=O)(=O)c2cc(Cl)ccc2Cl)cc1	-1	3	1	1	4	3	1.5	0	-2	0
CC(C)N(C)c1ncnc2c1ncn2[C@H]1CN(Cc2ccc(Cl)cc2)C[C@@H](CO)O1	2	.	5	3	-1	0	-1.1	4	-2	-3
C/C(N)=C(/C#N)C(=O)CSc1nnnn1-c1ccccc1	1	4	-16	-4	-4	2	-1.2	10	-8	1
Cc1ccc(OCC(=O)Nc2ccncc2)cc1	2	-22	-5	-5	3	0	-0.4	0	5	-2
COC(=O)c1cccc(NC(=O)c2ccc3c(c2)C(=O)N(CC2CCCO2)C3=O)c1 (centres undefined)	1	3	4	-3	-1	2	1.7	-3	-7	2
COc1ccc(C(=O)c2cc3c(cc2[N+](=O)[O-])OCCO3)cc1	-2	-4	1	-6	3	-1	-2.3	4	3	-1
COc1nc(OCC#N)nc(N(C)C)n1	0	0	7	2	-6	3	-1.0	6	0	-1
Cc1cc(OCCOCCN2CCCC2)ccc1C(C)C	5	-2	13	-4	4	0	0.5	-4	-3	-1
O=C(Cn1nnc(-c2ccc(N3CCOCC3)cc2)n1)OC1CCCCC1	3	6	8	0	2	3	-0.9	2	-1	0
COc1ccc(C(=O)c2c[nH]c(C(=O)N=CN(C)C)c2)cc1	1	0	8	1	1	-1	0.9	7	1	0
O=C(O)c1cc2nccc(-c3ccco3)n2n1	1	-2	-12	-4	2	-2	-2.2	3	-1	3
O=C(Nc1ccc(F)cc1)C1CCCN(S(=O)(=O)c2ccc(-n3cnnn3)cc2)C1 (centres undefined)	0	-5	-7	-7	2	1	-1.6	-3	-4	1
COc1cccc(C(=O)NCCS(=O)(=O)NCc2cccs2)c1	3	-1	-8	-9	2	-1	-3.6	9	8	-2
O=C(CN(Cc1ccccc1)C(=O)c1cccc([N+](=O)[O-])c1)Nc1c(Cl)cc(Cl)cc1Cl	2	5	11	-5	-1	-2	-1.4	-3	13	-1
CCCN1C(=O)c2ccccc2NC1c1ccc(C)cc1 (centres undefined)	-1	-4	-2	-4	-4	-1	-1.8	12	8	-3
O=C(C[n+]1cccc(Br)c1)c1ccc(-c2ccccc2)cc1	-3	3	3	-1	6	-4	-0.5	0	-5	0
CC(C)[C@H](NC(=O)c1ccccc1F)C(=O)OCC(=O)NC1CC1	0	11	-4	-6	0	1	-0.6	6	-5	3
C=CCNC(=S)Nc1ccc2nc(C)c(C)nc2c1	-4	-3	4	5	0	-1	2.5	4	1	1
CCOC(=O)Cc1c(-c2cccc(Cl)c2)nc2c3ccccc3ccn12	-1	.	2	-2	-9	7	-1.6	2	-7	4
COc1ccc(-n2ncc3c(N4CCc5ccccc54)ncnc32)cc1	-1	-4	-3	-5	-3	2	-1.7	1	4	0
O=C(COc1ccc(Cl)cc1Br)Nc1cccc(S(=O)(=O)N2CCCC2)c1	-4	-38	1	2	-21	9	0.4	-4	-29	2
Cc1cc(C)cc(NC(=O)N2CCCN(c3ncccc3[N+](=O)[O-])CC2)c1	-4	-1	12	-1	1	1	-0.7	-7	-6	-1
COc1ccc(/C=N/n2c(N)nc3ccccc32)cc1OC	24*	2	-4	3	9	9	0.1	3	-7	1
CCc1c(C)[nH]c2c(C)cccc2c1=O	-1	5	7	8	-1	0	-2.1	6	6	-6
CCN1CCN(CCCNC(=O)c2cc3c(=O)[nH]c4ccccc4c3s2)CC1	-1	3	0	-3	0	-5	0.5	1	-4	-2
Cc1nn2c(CN(C(=O)c3ccco3)c3ccccc3)nnc2c2ccccc12	2	-5	5	5	-4	-1	1.0	7	3	-2
COCCN(Cc1cc2cc(C)ccc2n2nnnc12)C(=S)Nc1ccc(OC)cc1	-1	1	14	-5	3	1	-0.1	-5	0	1
Cc1sc2ncn(CC(=O)NCC(=O)N3CCN(c4ccc(F)cc4)CC3)c(=O)c2c1C	4	-3	-14	-11	-8	2	-1.8	3	-7	-9
COCCN1C(=O)N(c2ccccc2)C(=O)C1CC(=O)Nc1cc(OC)cc(OC)c1 (centres undefined)	1	-7	13	4	1	0	1.9	-1	-7	0
CCn1c(C)nc2cc(C(=O)NNC(=O)c3ccc(Cl)nc3)ccc21	7	2	9	-1	-8	-2	-1.2	3	3	-5
CC1CCc2nc(NC(=O)c3ccco3)sc2C1 (centres undefined)	-1	-7	1	4	-9	0	0.7	4	4	0
Cc1cccc(NC(=O)COC(=O)CCc2ccc(S(=O)(=O)N3CCOCC3)cc2)c1C	2	2	-9	-7	1	-2	-1.6	0	1	-3
CCOc1ccc(N2C(=O)CC(S/C(N)=N/N=C/c3cccs3)C2=O)cc1 (centres undefined)	-1	10	-3	2	-6	1	0.2	6	-13	-1
Cc1cc(OCC(=O)Nc2cnn(CCCC(=O)O)c2)ccc1Cl	1	2	8	9	-2	0	0.3	3	3	2
Cc1ccc(S(=O)(=O)N2CCN(S(=O)(=O)N3CCOCC3)CC2)c(C)c1	-3	-3	-7	9	-2	4	2.0	-6	-12	2
CC(=O)c1c(C)[nH]c(C(=O)OCC(=O)Nc2sc3c(c2C#N)CCCC3)c1C	-1	-1	12	9	12	0	-1.6	-5	-8	1
Cn1c(SCC(=O)Nc2cccc(C(=O)O)c2)nnc1-c1cc2cc(Br)ccc2o1	-4	-3	-1	3	-7	1	-1.1	-6	0	1
CC12CCC(=O)N1C(C(=O)Nc1ccc(F)c(Cl)c1)CS2 (centres undefined)	-9	-4	-6	-2	9	2	-0.8	3	-3	4
